HT1080NT lethal – qHTS for induction of synthetic lethality in tumor cells producing 2HG: qHTS for the HT-1080-NT fibrosarcoma cell line | HT-1080-NT fibrosarcoma viability, CellTiter-Glo ATP luminescence, 48 h | Potency, µM (top dose mostly 46.1 µM), for inactives: top-dose activity, negative = less viability, hits mostly cytotoxic | actives 1.6% (n = 360,000);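 further: NT is the 2HG producing partner of a matched IDH1 knockdown line; potency means the concentration at half of the fitted maximal effect; 0% = DMSO-treated cells and -100% = media-only wells without cells; nearly all actives have a fitted effect of over 55% in size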
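HT-1080-NT fibrosarcoma cells (2HG-overproducing), 750 cells/well in RPMI with 5% FBS, dosed after 2 h and incubated 48 h at 37C. CellTiter-Glo luminescence normalized to DMSO and no-cell wells; concentration-response curves fitted and classed.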
D3 ag – qHTS of D3 Dopamine Receptor Agonist: qHTS; actives 0.58% (n = 410,000); D3R DiscoveRx beta-arrestin cells, luminescence, 90 min; max activation, %; AID 652048, 2013; in the data active means max activation above about 30%; further: 0% is about no effect; mostly tested at two doses, the higher about 12 µM
Target sequence (P35462 whole entry, looked up): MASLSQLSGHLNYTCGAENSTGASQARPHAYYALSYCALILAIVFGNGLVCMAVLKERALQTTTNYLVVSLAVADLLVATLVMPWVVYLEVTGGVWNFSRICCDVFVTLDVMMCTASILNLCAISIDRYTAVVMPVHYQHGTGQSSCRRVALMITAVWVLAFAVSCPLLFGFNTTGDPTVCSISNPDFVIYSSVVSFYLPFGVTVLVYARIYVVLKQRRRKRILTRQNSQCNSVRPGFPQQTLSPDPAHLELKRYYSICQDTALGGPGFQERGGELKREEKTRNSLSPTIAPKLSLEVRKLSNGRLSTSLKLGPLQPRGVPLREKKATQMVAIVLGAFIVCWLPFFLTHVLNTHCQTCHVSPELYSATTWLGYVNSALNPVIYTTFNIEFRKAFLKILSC
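Agonist-mode cell screen: cells plated at 1500/well and incubated overnight at 37 °C, then exposed to library compounds for 90 min at 37 °C. Detection reagent was added for 30–60 min at room temperature, and luminescence was read.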
KB-3-1 tox – qHTS assay for MDR1-selective chemotherapeutics: Primary screen using the parental adenocarcinoma cell KB-3-1; actives 1.4% (n = 400,000); KB-3-1 viability, CellTiter-Glo ATP luminescence, 72 h; Potency, µM (doses to about 46.1 µM), for the others: at the top dose activity change, negative = cytotoxic, most hits filed as cytotoxic; AID 1347075, 2019; further: potency means the concentration at half of the fitted maximal effect; on the % scale 0 is the no-effect control and ±100 the full control effect; nearly all actives have a fitted effect of over 60% in size
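KB-3-1 parental drug-naive adenocarcinoma cells in DMEM/10% FBS, incubated 72 h at 37 C with pin-transferred compounds across a concentration series. Viability by CellTiter-Glo luminescence; concentration-response curves fitted after normalization.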
IL-1B inflam inh – qHTS for Inhibitors of Inflammasome Signaling: IL-1-beta AlphaLISA Primary Screen; THP-1 LPS/ATP IL-1B secretion, AlphaLISA, 16 h; stronger effect = lower value; activity change, % at 57.5 µM; actives 4.7% (n = 360,000); in the data active means activity change below about -50%; inconclusive means mostly about -30% to -49%; further: on the % scale 0 is the no-effect control and ±100 the full control effect
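THP-1 cells pretreated 1 hr with compounds (up to 57.5 uM final), then stimulated with LPS (250 ng/mL final) plus ATP (1.25 mM final); secreted IL-1B measured by AlphaLISA after 16 hr, decreased signal indicating inhibition.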
HT1080 IDH1KD tx – qHTS for induction of synthetic lethality in tumor cells producing 2HG: qHTS for the HT-1080-IDH1KD cell line. HT-1080 IDH1 knockdown viability, ATP luminescence, 48 h. Potency, µM (doses to about 46.1 µM), for the others: at the top dose activity, negative = toxicity, usual class: cytotoxic. actives 2% (n = 360,000). AID 686971, 2013;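 further: potency means the concentration at half of the fitted maximal effect; 0% = DMSO wells and -100% = cell-free medium wells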
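Using the IDH1-knockdown HT-1080 line run in the same batch and compound series as the NT line, viability after 48 h at 37 °C was determined by CellTiter-Glo luminescence and expressed as % activity.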
MCF10A rereplic – A quantitative high throughput screen for small molecules that induce DNA re-replication in MCF 10a normal breast cells | MCF 10A DNA re-replication, Hoechst nuclear intensity, 48 h | Potency, µM (top dose mostly 46.1 µM), inactives show top-dose activity, positive = re-replication, usual class: activators | actives 2.9% (n = 350,000); further: potency means the concentration at half of the fitted maximal effect; % of control where 0% means no effect; nearly all actives have a fitted effect of over 50% in size
GLP1R cytotox – qHTS of GLP-1 Receptor Inverse Agonists: Cytotox Screen; HEK293 cAMP-luciferase reporter cells, luminescence, 24 h; actives 0.13% (n = 410,000); Potency, µM (titrated, usually from 38.3 µM), inactives show at the highest dose activity change, negative = inhibition, most hits filed as inhibitors;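 further: loss of luciferase light is scored as toxicity; potency means the concentration at half of the fitted maximal effect; on the % scale 0 is the no-effect control and ±100 the full control effect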
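To flag toxic compounds, the library was rerun on cells for 24 hr at 37 deg C and 5% CO2. Viability-linked luminescence was captured 12 min after adding luciferase detection reagent.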
SW480 rereplic – A quantitative high throughput screen for small molecules that induce DNA re-replication in SW480 colon adenocarcinoma cells | SW480 DNA re-replication, Hoechst DNA content imaging, 48 h | actives 1.8% (n = 340,000) | Potency, µM (top dose mostly 46.1 µM), without a hit: top-dose re-replication activation, actives largely listed as activators; further: potency means the concentration at half of the fitted maximal effect; % of control where 0% means no effect; nearly all actives have a fitted effect of over 55% in size
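Image-based read-out: total Hoechst fluorescence of nuclei (405 nm excitation, 500-530 nm emission), with hits raising the fraction of high-intensity nuclei. SW480 colon cells incubated 48 hr with compounds at 37 C.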
KB-V1 cytotox – qHTS assay for MDR1-selective chemotherapeutics: Primary screen using the drug-selected MDR subline cells KB-V1; KB-V1 MDR cells viability, CellTiter-Glo, 72 h; AID 1347076, 2019; Potency, µM (titrated, usually from 46.1 µM), without a hit: at the highest dose activity change, negative = cytotoxicity, hits mostly cytotoxic; actives 3.4% (n = 400,000); further: potency means the concentration at half of the fitted maximal effect; on the % scale 0 is the no-effect control and ±100 the full control effect; nearly all actives have a fitted effect of over 60% in size
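Cytotoxicity toward P-gp-expressing KB-V1 cells was determined as loss of CellTiter-Glo luminescence after 72 h at 37 degrees C. Compounds were tested in quantitative HTS format across a concentration range, with curves fitted to normalized data.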
Active calls of the source: *; ? = inconclusive; . = not tested or not shown; [ ] = remark or other dose. Unless noted, the call rests on the fitted dose curve; in most records, active means well fitted curve in the direction sought with a large enough effect; inconclusive means small, poorly fitted or top-dose-only effect, or another doubt; inactive means no such curve, though single readings can be large; an effect the other way counts as inactive or inconclusive.

SMILES	HT1080NT lethal	D3 ag	KB-3-1 tox	IL-1B inflam inh	HT1080 IDH1KD tx	MCF10A rereplic	GLP1R cytotox	SW480 rereplic	KB-V1 cytotox
O=C(COc1ccc(F)c(Cl)c1)Nc1ccc(N2CCOCC2)cc1	-4%	-6	1%	-9	-6%	-46%[inhibitor]	-7%	-1%	-2%
CS(=O)(=O)N1CCN(c2ccccc2[N+](=O)[O-])CC1	8%	-5	1%	14	27%	10%	0%	-2%	4%
Cc1ccc(NC(=O)CN(C)CC(=O)Nc2sc3c(c2C(N)=O)CCC3)cc1	-21%	1	-2%	-28	-16%	6%	-14%	0%	-4%
CC1CCN(CCc2nc3cc(NS(=O)(=O)c4ccccc4)ccc3n2C)CC1	-4%	-4	?	-16	?	0%	-38%	?	?
Cc1ccc(C(=O)NCCCc2ccccc2)c(C)c1	7%	-5	1%	-15	?	-6%	20%	-18%	-6%
C=CCn1c(CCC(=O)Nc2ccc(C)c(Cl)c2)nnc1SCC(=O)Nc1ccccc1C	-13%	5	7%	-1	-19%	-1%	-23%	2%	-9%
CCCNC(=O)C1(C)CCCN(Cc2cc(-c3ccccc3)nn2C)C1 (stereo not drawn)	0%	-4	?	-8	3%	.	-3%	.	?
Cc1ccc2nc(SCCC(=O)O)cc(C)c2c1	1%	2	0%	0	9%	-3%	79%[activator]	-2%[9.22 µM]	-24%
CCN(CC)C(=O)c1[nH]cnc1C(=O)NCC(=O)OCc1ccccc1	2%	39*	18%	15	9%	-9%	14%	-1%	0%
O=C(CNC(=O)c1cccc(F)c1)OCC(=O)N1CCCCC1	14%	7	0%	15	8%	5%	1%	-3%	1%
COc1ccc(-n2c(C)nc3cc(C(=O)NCc4ccco4)ccc32)cc1	21%	-8	6%	-13	13%	-3%	-10%	-5%	-6%
CCOC(=O)C1CCCN(C(=O)COC(=O)c2cccs2)C1 (stereo not drawn)	3%	2	-15%	-16	16%	-1%	3%	-9%	30%
COC(=O)CC1C(=O)NCCN1C(=O)Nc1ccc(Cl)cc1 (stereo not drawn)	5%	1	0%	3	1%	0%	-1%	0%[9.22 µM]	7%
O=C(COC(=O)COc1ccc2ccccc2c1)NCC(F)(F)F	9%	-4	7%	36	-1%	-27%	-18%	-18%[1.84 µM]	?
COc1ccc(NC(=O)c2ccc3c(c2)NC(=O)CO3)cc1OC	12%	-13	20%	-3	17%	-3%	-5%[0.307 µM]	2%	17%
O=C(NC1CCCC1)C(c1ccncc1)N(C(=O)Cc1cccs1)c1ccc(F)cc1 (stereo not drawn)	-3%	38*	-1%	0	2%	4%	-22%	1%	?
CCOc1cc2[nH]c(=S)n(CCCC(=O)NCc3ccccn3)c(=O)c2cc1OCC	5%	2	?	-4	0%	-12%	5%	-4%	28%
O=C(NCC1COc2ccccc2O1)c1ccc(F)c(S(=O)(=O)N2CCOCC2)c1 (stereo not drawn)	-8%	-10	-2%	14	-4%	3%	10%	-4%	?
COCC(=O)OCn1nnc2ccccc2c1=O	12%	2	11%	7	6%	1%	0%	0%	13%
Cc1ccccc1NC(=O)CN1CCOCC1	10%	1	-1%	8	0%	-1%	15%	-9%	-14%
O=C(OCC(=O)N1CCCC1)c1ccc(S(=O)(=O)N2CCOCC2)cc1	12%	-1	20%	-1	11%	-1%	-3%	-18%	24%
CCOc1cc(/C=N/Nc2nn3cnnc3c3ccccc23)ccc1O	?	-9	?	24	?	-11%	-28%	-3%	2%
O=C(O)CCCN1C(=O)/C(=C\C(Cl)=C\c2ccccc2)SC1=S	?	-3	?	-95*	?	?	-16%	3.3µM*	?
Cc1cccn2c(=O)c3cc(C(=O)N4CCCCC4)sc3nc12	7%	-8	12%	-2	7%	0%	9%	-10%	-28%
CC(C)n1cc(NC(=O)COc2ccccc2Cl)cn1	10%	-6	0%	-8	?	-1%	1%	-14%	-29%
O=C(CCn1c(=S)[nH]c2ccccc2c1=O)NCCSCc1ccccc1	?	4	0%	53	-14%	?	-11%	-2%	?
NS(=O)(=O)c1ccc(CNS(=O)(=O)c2cc(Cl)ccc2Cl)cc1	29%	0	4%	31	0%	-31%[inhibitor]	2%	?	16%
CSC(=Nc1cccc(C)c1)NC#N	-1%	2	-1%	-4	-2%	0%	5%	-4%	4%
COc1ccc(C2=NOC(C(=O)Nc3ccc4c(c3)OCCO4)C2)c(OC)c1 (stereo not drawn)	8%	2	3%	1	2%	8%	0%	4%	-8%
CCC(C(=O)NC(C)(C)C)n1c(-c2cccc(NC(C)=O)c2)nc2ccccc21 (stereo not drawn)	-2%	0	-4%	19	-4%	.	2%	.	-18%
COc1ccccc1CCC(=O)OCC(=O)Nc1c(C)nn(-c2ccccc2)c1C	0%	1	9%	14	0%	0%	-5%	-4%	1%
Cc1cc(O)c2c(c1O)C(=O)[C@]13C(=C2O)C(=O)[C@@H]2[C@@H](O)[C@H]1[C@@H]1[C@H](O)[C@H]3C(=O)C3=C(O)c4c(O)cc(C)c(O)c4C(=O)[C@]312	0.73µM*	-4	1.2µM*	-17	0.92µM*	-55%[inhibitor]	?	5%	-16%
Cc1ccc(NC(=S)NCc2ccc(F)cc2)cc1	-3%	-5	-2%	-4	-2%	0%	?	12%	-3%
CN1CC(=O)Nc2ccccc2C1=O	9%	-1	-17%	20	-4%	0%	1%	-4%	-7%
Cc1cc(Cl)n2nc(C)c(-c3ccc(Cl)cc3)c2n1	?	-6	-18%	-99*	18µM*	16µM*	-7%[0.307 µM]	?	0%
O=C(Nc1ccc(C(=O)O)cc1)/C(=C\C=C\c1ccccc1)NC(=O)c1ccccc1Br	-1%	5	10%	1	-11%	?	4%	-6%	6%
O=C(CC(=O)c1cccc([N+](=O)[O-])c1)Nc1ccccc1Cl	26%	-9	2%	14	17%	-6%	0%	-30%	-23%
CCc1nc(-c2ccc(OC)c(OC)c2)cc2cc(OC)c(OC)cc12	3%	36*	6%	-8	2%	7%	9%	-3%	?
Cc1nonc1NC(=O)CSc1nc2cc(Cl)ccc2c2c1CCCC2	-26%[9.24 µM]	0	1%	29	-7%	?	4%	8%	4%
Cn1ncc(Cl)c1C(=O)N1CCCc2ccccc21	2%	-7	0%	33	-3%	0%	-12%	-3%	-8%
CCCCc1c(C)nc2ccc(C(=O)OCC)cc2c1Cl	3%	-4	-7%	18	12%	?	1%	-1%	0%
Cc1ccc2cccc(NC(=O)COc3ccccc3[N+](=O)[O-])c2n1	.	-17	-1%	.	.	.	1%	.	7%
O=c1[nH]n2cc(-n3cc([N+](=O)[O-])cn3)cnc2c1Br	7%	2	-2%	-1	1%	-15%	-10%	-127%[inhibitor]	-1%
C=CC[C@H](CC(=O)N[C@H](CO)Cc1ccccc1)C(=O)N[C@H](COC(=O)[C@H](CC=C)CC(=O)OC(C)(C)C)Cc1c[nH]c2ccccc12	-6%	6	5%	-16	-1%	?	-4%	-8%	-2%
CCOc1ccc(-n2c(-c3ccccc3)c[nH]c2=S)cc1	-27%	-2	-12%	23	-23%	-25%	?	-10%	-7%
O=C(O)CCn1c(-c2ccccn2)nc2ccccc21	3%	2	3%	48	-4%	-4%	3%	-14%	?
Cc1ccc(Cc2c(-c3cccc(Br)c3)nc3c(C)cc(Br)cn23)cc1	-4%	-4	-19%	8	3%	.	4%	.	-3%
O=C1Nc2ccccc2C(=O)C1(Cl)Cc1ccccc1 (stereo not drawn)	-23%	6	-21%	9	-16%[9.24 µM]	?	-2%	?	-4%

Brought forward from above: four entries; new compounds follow.
SMILES	HT1080NT lethal	D3 ag	KB-3-1 tox	IL-1B inflam inh	HT1080 IDH1KD tx	MCF10A rereplic	GLP1R cytotox	SW480 rereplic	KB-V1 cytotox
CCOc1ccc(-n2c(-c3ccccc3)c[nH]c2=S)cc1	-27%	-2	-12%	23	-23%	-25%	?	-10%	-7%
O=C(O)CCn1c(-c2ccccn2)nc2ccccc21	3%	2	3%	48	-4%	-4%	3%	-14%	?
Cc1ccc(Cc2c(-c3cccc(Br)c3)nc3c(C)cc(Br)cn23)cc1	-4%	-4	-19%	8	3%	.	4%	.	-3%
O=C1Nc2ccccc2C(=O)C1(Cl)Cc1ccccc1 (stereo not drawn)	-23%	6	-21%	9	-16%[9.24 µM]	?	-2%	?	-4%
Cc1nc2nc(C)c(CCC(=O)NC3CCCCC3)c(C)n2n1	14%	4	?	32	15%	15%	-8%	0%	10%
CC(C)C(NS(=O)(=O)c1ccc2c(c1)oc(=O)n2C)C(=O)N1CCN(c2ccccc2F)CC1 (stereo not drawn)	12%	3	13%	18	7%	?	0%	0%	-21%
CCc1nc(SCC(=O)Nc2cccc(C(F)(F)F)c2)c2c(=O)n(C)c(=O)n(C)c2n1	2%	14	16%	39	-2%	0%	-12%	-2%	-6%
COCCn1c(SCC(=O)Nc2ccc(C)cc2C)nc2c(oc3ccccc32)c1=O	22%	1	4%	11	18%	1%	-6%	-4%	-15%
COc1nc(N(C)C)nc(-n2nnc(C(C)=O)c2C)n1	27%	-5	31%	-4	19%	3%	-5%	-2%[9.22 µM]	-4%
Cc1ccccc1OC1=NS(=O)(=O)c2ccccc21	1%	-9	-8%	0	-1%	-23%	-3%	-5%	-2%
COc1ccc(NC(=O)N(C)C[C@H]2Oc3ccc(NC(=O)Nc4c(C)noc4C)cc3C(=O)N([C@H](C)CO)C[C@@H]2C)cc1	2%	13	0%	11	0%	2%	0%	-3%	0%
